# Bioassay records: PubChem BioAssay, National Center for Advancing Translational Sciences (NCATS)
# RGS12 GoLoco inh = RGS12 GoLoco-Gai1 interaction inhibition; P63096; Gai1:RGS12 GoLoco peptide FP, rhodamine, 10 min; Potency, µM (highest dose often 61.6 µM), for the others: at the highest dose activity, negative = inhibition, actives largely listed as inhibitors; hit rate 0.44% among 230,000; AID 880; active = well fitted inhibition curve with a large enough effect, not every such curve was filed as active; inactive = no such curve, though single readings can be large or run the other way; note: % is set by controls: 0 for no effect and ±100 for the full control effect; nearly all actives have a fitted effect of over 30% in size; many of its hits are not listed in these tables
# Target sequence (P63096 whole entry, looked up): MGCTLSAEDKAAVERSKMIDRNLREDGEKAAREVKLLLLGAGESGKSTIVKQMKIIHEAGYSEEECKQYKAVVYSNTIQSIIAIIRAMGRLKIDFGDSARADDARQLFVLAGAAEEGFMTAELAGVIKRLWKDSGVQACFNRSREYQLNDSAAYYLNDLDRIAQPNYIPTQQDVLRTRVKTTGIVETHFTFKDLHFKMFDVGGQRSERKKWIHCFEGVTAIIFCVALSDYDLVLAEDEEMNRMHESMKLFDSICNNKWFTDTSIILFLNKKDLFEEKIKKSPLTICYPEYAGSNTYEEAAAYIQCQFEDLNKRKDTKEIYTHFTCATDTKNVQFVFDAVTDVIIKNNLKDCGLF
# HTT ATP protect = cytoprotection in Huntington HTT-Q103 PC12 cell model; PC12 HTT-Q103 induced, cytoprotection, ATP luminescence, 40 h; Potency, µM (titrated, usually from 56.4 µM), without a hit: cytoprotection (ATP increase), hits mostly activators; hit rate 0.14% among 230,000; AID 1471;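 note: % of control where 0% means no effect; nearly all actives have a fitted effect of over 45% in size; toxic huntingtin expression switched on by the ecdysone agonist tebufenozide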
#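 Readout: ATPlite luminescence (ATP level). Model: stable PC12, inducible Htt exon1 Q103-GFP. Inducer: tebufenozide, 100 nM final. Compounds: dose series. No G418 in medium.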
# GAA glycogen mod = alters human alpha-glucosidase cleavage of glycogen; Potency, µM (titrated, usually from 76.4 µM), without a hit: at the top dose activity change, negative = inhibition, hits mostly inhibitors; recombinant GAA, glycogen substrate, Amplex Red glucose oxidase fluorescence; P10253; hit rate 0.38% among 300,000; AID 2100;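 note: 0% = full enzyme reaction and -100% = no-enzyme basal signal; the screen sought inhibitors and activators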
#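 Recombinant enzyme (4 nM final) with compounds titrated up to 77 uM and bovine liver glycogen (30 ug) in citrate pH 5.0, 0.01% Tween-20, 37 C 40 min. Released glucose detected by Amplex Red/glucose oxidase (Ex 573/Em 610); AC50 from Hill fits.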
# GAA inh = alpha-glucosidase (human) inhibition; P10253; purified human GAA, 4-MU-alpha-glucoside fluorescence; Potency, µM (top dose mostly 76.9 µM), inactives show at the top dose activity change, negative = inhibition, most hits filed as inhibitors; hit rate 0.005% among 200,000; AID 1466;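 note: plate controls were uninhibited enzyme wells for no effect and no-enzyme background for full effect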
#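 AC50 values come from Hill fits of compound titrations (up to 77 uM) against 4 nM human enzyme. Substrate 4-methylumbelliferyl-alpha-D-pyranoside at 400 uM, pH 5.0 citrate buffer, 20 min room temperature; fluorescence Ex 365/Em 440 after alkaline stop.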
# HttQ103 aggreg = reduces HttQ103-GFP aggregates in PC12 cells; PC12 HttQ103-GFP aggregates, Acumen cytometry, 40 h; Potency, µM (top dose mostly 46.1 µM), for the others: top-dose activity change, negative = inhibition, actives largely listed as inhibitors; hit rate 1.1% among 220,000; AID 1688; note: % is set by controls: 0 for no effect and ±100 for the full control effect; nearly all actives have a fitted effect of over 60% in size
#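 Aggregates are detected as GFP objects 1–25 µm with signal 6 STDEV over background in lysates of induced PC12 cells. These carry Huntingtin exon 1 with 103 glutamines fused to GFP under an ecdysone promoter; compounds titrated.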
# GAA spleen mod = lysosomal alpha-glucosidase (human) modulation; AID 2112; Potency, µM (highest dose often 79.9 µM), inactives show at the highest dose activity change, negative = inhibition, most hits filed as inhibitors; human spleen homogenate, 4-MU-alpha-glucoside fluorescence; P10253; hit rate 0.006% among 240,000;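 note: 0% = enzyme with vehicle and -100% = no enzyme basal signal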
#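 Human spleen homogenate (1 ug) with 4-methylumbelliferyl-alpha-D-glucopyranoside (1 mM final) in 50 mM citrate/phosphate pH 5.0, 0.01% Tween-20; 40 min at 37 C. Stopped at pH 10; 4-MU fluorescence Ex 365/Em 440 nm; AC50 by Hill fit.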
# IMPase Li cell = cell-permeable IMPase inhibitors with lithium potentiation; AID 1457; hit rate 0.35% among 210,000; Potency, µM (titrated, usually from 59.4 µM), for inactives: at the top dose activity, negative = IMPase inhibition, usual class: inhibitors; CHO-M1 cells, IP1 TR-FRET (IP-One), carbachol + lithium;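 note: IP1 builds up when IMPase is blocked and the TR-FRET signal falls; plate controls were basal vehicle for no effect and high inhibitor control for full effect; nearly all actives have a fitted effect of over 50% in size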
#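 Lithium-sensitised IP1 accumulation assay; M1-expressing CHO cells treated 30 min at 37C with compound. Competitive antibody detection by time-resolved FRET followed a 10 min room-temperature lysis step.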
# * marks the source's active call; other numbers are inactive results; ? = inconclusive; / = no result given; [ ] = another dose, or the depositor's remark. Unless noted, calls come from the whole dose curve; as a rule, active = well fitted curve in the direction sought with a large enough effect; inconclusive = small, poorly fitted or top-dose-only effect, or another doubt; inactive = no such curve, though single readings can be large; an effect the other way counts as inactive or inconclusive. Potency is the fitted concentration of half-maximal effect. Only part of the results is shown; rates above refer to the full screens.
SMILES,RGS12 GoLoco inh,HTT ATP protect,GAA glycogen mod,GAA inh,HttQ103 aggreg,GAA spleen mod,IMPase Li cell
COC(=O)Cc1ccc(NC(=S)NC2CC2)cc1,-1%,-9%[10 µM],-7%,/,-22%[9.22 µM],3%,/
Cc1cnc(NC(=O)CSc2nnc(N)s2)s1,17%,3%[10 µM],-5%,3%,13%[9.22 µM],-3%,-1%
COc1cc(-c2cc(C(=O)Nc3c(Cl)cc(Cl)cc3Cl)c3ccccc3n2)cc(OC)c1OC,-3%,/,0%,7%,10%,14%,1%
CC(C)Nc1oc(-c2ccccc2)nc1-c1cccc2ccccc12,2%,-27%,/,/,/,-7%,13%
O=C(O)CCC(=O)NCc1ccc2[nH]c3c(c2c1)CCCC3,14%,-2%,1%,-11%,7%,2%,7%[38.3 µM]
CC(=O)c1cnc2c(C(=O)O)cnn2c1C,9%,-5%,7%,11%,-5%,-21%,-6%[38.3 µM]
CC(=O)C1=C(C)NC2=C(C(=O)CC(C)(C)C2)C1C (stereo not drawn),10%,-30%[inhibitor],7%,-8%,?,-6%,3%
FC(F)(F)c1cc(Oc2ccc(Cl)cc2)ncc1-c1nnc(-c2ccc(Cl)cc2)o1,12%,-7%[10 µM],2%,2%,-17%[9.22 µM],0%,/
CO/N=C(/C(=O)NC1C(=O)N2C(C(=O)O)=C(COC(N)=O)CSC12)c1ccco1 (stereo not drawn),2%,25%,/,/,/,-6%,7%
Cc1cc(C)c2c(N)c(C(=O)N/N=C/c3ccccc3)sc2n1,7%,-3%[10 µM],0%,/,-6%[9.22 µM],8%,/
O=C(CN1C(=O)NC2(CCCCC2)C1=O)NCc1cccs1,2%,-8%[10 µM],5%,4%,3%,-14%,0%
S=C1CSc2ccccc2N1,11%,7%,-12%,-7%,-3%,2%,-7%
CCN1CCN(CC(O)COc2ccc(Cl)cc2)CC1 (stereo not drawn),-9%,8%,0%,-4%,-4%,-5%,21%[38.3 µM]
Cn1nc(CC(=O)Nc2ccc3c(c2)OCCO3)c2ccccc2c1=O,-15%,0%[10 µM],6%,-3%,?,-11%,25%[38.3 µM]
Cc1ccc(Nc2cc(-n3nc(C)cc3C)ncn2)cc1,5%,5%[10 µM],-2%,0%,-3%,1%,28%[38.3 µM]
O=c1c2cc(NC(=S)NC3CCCC3)ccc2nc2n1CCCCC2,5%,-32%[inhibitor],-3%,1%,-7%,0%,13%
Cc1onc(-c2ccccc2)c1C(=O)Nc1ccc(-c2nnc3n2CCCCC3)cc1,-8%,-11%[10 µM],8%,-12%,-19%,3%,1%[38.3 µM]
CCOc1ccc(N=C2NN=C(c3cc(C)n(CC4CCCO4)c3C)CS2)cc1 (stereo not drawn),-1%,-12%,-26%,0%,-33%,6%,6%
Cc1ccc(O)c(-c2cc(C(=O)Nc3ccc(S(=O)(=O)Nc4nc(C)cc(C)n4)cc3)[nH]n2)c1,9%,/,11%,2%,18%,-9%,-3%
Cc1ccc(C(C)(C)C)c(OCCN2CCCC2)c1,-15%,-3%[0.074 µM],-5%,-5%,30%,-4%,23%
COc1cccc(-n2cnc3sc(C)c(C)c3c2=O)c1,-7%,/,-6%,2%,1%,-6%,5%
Cc1ccc(Oc2ccc(NC(=O)CSc3n[nH]c(N)n3)cc2)cc1,-16%,/,-4%,-31%,?,-3%,-5%
CCOC(=O)c1ccc(-c2ccc(/C=N/NC(=O)CN(c3ccccc3Br)S(C)(=O)=O)o2)cc1,8%,-61%[inhibitor][10 µM],4%,?,?,0%,1%
COc1ccc(-c2cc(C(=O)NCc3ccc(Cl)cc3)no2)cc1OC,2%,-6%[10 µM],3%,-2%,9%,1%,-6%[38.3 µM]
N#C/C(=C\c1ccc(O)c([N+](=O)[O-])c1)C(=O)NCc1ccccc1,-3%,8%[10 µM],4%,-1%,-4%,0%,-4%

# Entries listed so far with an aryl methoxy group, in the order listed:
SMILES,RGS12 GoLoco inh,HTT ATP protect,GAA glycogen mod,GAA inh,HttQ103 aggreg,GAA spleen mod,IMPase Li cell
COc1cc(-c2cc(C(=O)Nc3c(Cl)cc(Cl)cc3Cl)c3ccccc3n2)cc(OC)c1OC,-3%,/,0%,7%,10%,14%,1%
COc1cccc(-n2cnc3sc(C)c(C)c3c2=O)c1,-7%,/,-6%,2%,1%,-6%,5%
COc1ccc(-c2cc(C(=O)NCc3ccc(Cl)cc3)no2)cc1OC,2%,-6%[10 µM],3%,-2%,9%,1%,-6%[38.3 µM]

# (cont.)
SMILES,RGS12 GoLoco inh,HTT ATP protect,GAA glycogen mod,GAA inh,HttQ103 aggreg,GAA spleen mod,IMPase Li cell
O=Cc1ccc(N2CCCCC2)cc1,6%,-32%[inhibitor],0%,-2%,8%,-24%,-8%
CCC(C)(C)n1nnnc1C(c1ccccc1OC)N1CCSCC1 (stereo not drawn),6%,28%[10 µM],4%,-3%,-14%,-1%,30%[38.3 µM]
CC1CCN(c2nc3ccc(C(=O)N4CCN(Cc5ccc6c(c5)OCO6)CC4)cc3s2)CC1,-11%,-102%[inhibitor],3%,?,?,-2%,18%[38.3 µM]
COC(=O)C1=C(C)C(c2ccc(OC)cc2OC)NC(=O)N1 (stereo not drawn),-19%,-15%[10 µM],3%,-4%,10%,-4%,11%[38.3 µM]
CCC1Oc2ccccc2N(CC(=O)Nc2ccc3c(c2)OCCO3)C1=O (stereo not drawn),9%,12%[10 µM],8%,1%,-8%,6%,0%
Cc1nn(Cc2ccccc2)c(C)c1NC(=O)CCC(=O)O,10%,7%[10 µM],1%,-2%,11%,1%,14%[38.3 µM]
CCOC(=O)N1CCN(CC(O)COC2CC(C)CCC2C(C)C)CC1 (stereo not drawn),1%,-2%,4%,1%,15%,-5%,39%[activator][38.3 µM]
CCCN(Cc1cc2ccc(C)cc2[nH]c1=O)C(=O)c1ccccn1,3%,7%[0.074 µM],8%,-6%,-6%,-4%,7%[38.3 µM]
CC(C)CCN1CCN(Cc2cc(F)ccc2-n2cccn2)CC1CCO (stereo not drawn),0%,/,-8%,6%,/,4%,18%
COC(=O)CN1C(=O)N/C(=C/c2cc(Cl)c(OC)c(OC)c2)C1=O,9%,-23%,?,-9%,-11%,-3%,-7%
O=C(NCCCN1CCOCC1)c1ccc(Sc2cccc(Cl)c2)c([N+](=O)[O-])c1,1%,-15%[10 µM],14%,-15%,0%,-1%,23%
Cc1nccc(-c2cc(-c3ccc(Cl)cc3Cl)no2)n1,12%,-11%[10 µM],0%,-1%[15.4 µM],1%[9.22 µM],-2%,/
Cc1c(Cl)cccc1NC(=O)CCCn1cnc([N+](=O)[O-])n1,-2%,-21%,-8%,-2%,26%,-7%,0%
CN(C)Cc1ccccc1-c1nccc(NCc2cccs2)n1,-7%,9%,/,/,/,10%,-7%
COc1ccc2oc(=O)c(-c3cn4ccc(C)cc4n3)cc2c1,39%[activator],/,1%,?,/,4%,?
O=[N+]([O-])O[C@H]1CO[C@H]2[C@@H]1OC[C@H]2O,-14%,11%,/,/,10%,4%,-5%
O=C(c1cccc(F)c1)N1CCC2(CCCN(C(c3ccccc3)c3ccccc3)C2)CC1,-4%,-144%[inhibitor],/,/,/,-5%,24%
O=C1CNC(=S)N1CCc1ccc(Cl)cc1,0%,21%[10 µM],-7%,0%,11%[9.22 µM],4%,/
CCSc1nnc(NC(=O)CC(C)C)s1,-8%,-21%,-3%,1%,-9%,3%,15%
COc1ccc(N2CCN(c3nc(=S)n(-c4ccccc4)c(C)c3C(C)=O)CC2)cc1,21%,8%[0.074 µM],-5%,-7%,10%,6%,41%[activator][38.3 µM]
CC(=O)Nc1ccc(NC(=O)Nc2ccc3c(c2)N(C)C(=O)CS3)cc1,33%[activator],-13%,0%,-2%,24%,-1%,-5%
CCOCCCNC(=O)c1c[nH]c2ccc(C)cc2c1=O,4%,23%[10 µM],4%,2%,20%,0%,4%
COc1ccc(/C=C(/C#N)C(=O)Nc2ccccc2C)cc1C(=O)O,-10%,-16%[10 µM],-3%,-4%,-7%,-2%,-7%
Cc1ccc(O)c(N)c1,0%,-94%[inhibitor],/,/,/,7%,5%
CCOC(=O)c1[nH]c2ccccc2c1NC(=O)CC(C)C,6%,18%[10 µM],8%,/,-4%[9.22 µM],-3%,/

# Further structures:
SMILES,RGS12 GoLoco inh,HTT ATP protect,GAA glycogen mod,GAA inh,HttQ103 aggreg,GAA spleen mod,IMPase Li cell
COCCN(C(=O)C1CC1)c1nnc(-c2ccc(C)cc2)s1,2%,-21%,2%,-4%,3%,0%,0%[38.3 µM]
CCn1c(C)nc2cc(C(=O)N/N=C/c3cccc(OC)c3O)ccc21,129%[activator],-44%[10 µM],-5%,?,2µM*,-7%,3%
COc1ccc(NC(=O)CSc2nc(-c3ccncc3)nn2CC(=O)N2CCCC2)cc1,9%,-19%[10 µM],-5%,-4%,-1%,-4%,3%[38.3 µM]
CCC(=O)N1CCc2cc(S(=O)(=O)N3CCN(c4ccccn4)CC3)ccc21,4%,3%,2%,-11%,12%,-6%,21%[38.3 µM]
CC(=O)Nc1cccc(-c2nn[nH]n2)c1,0%,17%[10 µM],4%,/,18%[9.22 µM],3%,/
C=CCNC(=O)C1(c2ccccc2)CC1(Cl)Cl (stereo not drawn),3%,-17%[10 µM],11%,6%,0%,-4%,7%
COc1cc2c(cc1OC)CN(C(=O)c1ccc(OC)c([N+](=O)[O-])c1)CC2,-5%,15%[10 µM],8%,/,11%[9.22 µM],0%,/
CCC(CC)C(=O)Nc1cccc(/C(C)=N/NC(=O)c2ccccc2Cl)c1,39%[activator],-28%,-7%,-3%,16%,10%,56%[activator][38.3 µM]
CCCC(=O)Nc1ccc(Cl)c(NC(=S)NC(=O)c2cc3ccccc3o2)c1,8%,1%[10 µM],8%,-7%,?,6%,4%
CCn1ncc(/C=C/C(=O)NCc2cnn(C)c2C)c1C,3%,-3%,-3%,-6%,-6%,10%,19%[38.3 µM]
Oc1ccc(-c2nc3ccccc3s2)c(O)c1,5%,-39%[10 µM],-7%,/,-5%[9.22 µM],7%,/
Cc1cc(C)c(NC(=O)c2ccoc2C)c(C)c1,76%,14%,7%,-4%,-5%,-5%,-6%[38.3 µM]
Cc1ccccc1Nc1oc(-c2ccccc2)nc1CCc1ccccc1,1%,-12%,/,/,/,1%,23%
COc1ccc(S(=O)(=O)NCC(=O)N(CC(=O)NCC2CCCO2)c2ccccc2C)cc1 (stereo not drawn),-6%,31%[10 µM],-9%,4%,-5%,-7%,13%[38.3 µM]
CC(C)CCNC(=S)Nc1ccc2nc3n(c(=O)c2c1)CCCCC3,13%,1%[10 µM],-17%,-10%,-5%,0%,7%
